Source: PubChem (Sanford-Burnham Center for Chemical Genomics)
tim23-1 inh: inhibits growth of tim23-1 mutant yeast; S. cerevisiae tim23-1 growth, BacTiter-Glo luminescence, 24 h; inhibition, % at 20 µM; 1.3% of 330,000 active; AID 463212;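 active means growth inhibition of the mutant yeast at or above 50%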;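 further: temperature-sensitive mutant grown at 25 °C; plate controls were DMSO-treated mutant yeast for no effect and medium wells lacking yeast for full effect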
tim10-1 inh: growth inhibitors of tim10-1 mutant yeast; S. cerevisiae tim10-1 ts strain growth, BacTiter-Glo, 24 h; inhibition, % at 20 µM; 2.2% of 330,000 active;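 active means inhibition of at least 40%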;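 further: mutant grown at 25 °C; 0% = DMSO wells with yeast and 100% = wells holding no yeast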
APJ ag: agonists of human APJ apelin receptor; activation, % at 20 µM; 0.11% of 330,000 active; CHO-K1 APJ PathHunter beta-arrestin, luminescence; 0% DMSO wells, 100% apelin; AID 2520; P35414;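 active means activation more than six SD over the plate average, tested at 20 µM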;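 further: 0% = DMSO alone and 100% = apelin-13 at 10 nM; some results filed as inactive read as strong as hits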
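system = engineered CHO-K1 APJ arrestin reporter cells | input = 1000 cells per well | timing = overnight seeding, 90 min compound at 25 °C, 1 h detection | measured by = enzyme-fragment complementation luminescence | read-out = beta-arrestin recruitment to APJ as agonist activity, luminescent signal | control set = negative DMSO alone, positive Apelin-13 at 10 nM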
TIM10 inh: inhibits growth of TIM10 yeast strain; S. cerevisiae TIM10 strain growth, BacTiter-Glo luminescence, 24 h; inhibition, % at 10 µM; 1.4% of 330,000 active; AID 463195;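 active means inhibition of 40% or more at the single tested concentration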;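 further: wild-type TIM10 isogenic control strain grown at permissive 25 °C; 0% = DMSO yeast wells and 100% = minimal medium wells without yeast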
Mdm2-MdmX inh: human Mdm2/MdmX binding inhibition. O15151+Q00987. SaOS-2 split-luciferase Mdm2/MdmX complementation, luminescence. inhibition, % at 8 µM. AID 485346. 3% of 330,000 active;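 active means inhibition of at least 50% at 8 µM in the primary screen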
Target sequence (O15151 whole entry, looked up): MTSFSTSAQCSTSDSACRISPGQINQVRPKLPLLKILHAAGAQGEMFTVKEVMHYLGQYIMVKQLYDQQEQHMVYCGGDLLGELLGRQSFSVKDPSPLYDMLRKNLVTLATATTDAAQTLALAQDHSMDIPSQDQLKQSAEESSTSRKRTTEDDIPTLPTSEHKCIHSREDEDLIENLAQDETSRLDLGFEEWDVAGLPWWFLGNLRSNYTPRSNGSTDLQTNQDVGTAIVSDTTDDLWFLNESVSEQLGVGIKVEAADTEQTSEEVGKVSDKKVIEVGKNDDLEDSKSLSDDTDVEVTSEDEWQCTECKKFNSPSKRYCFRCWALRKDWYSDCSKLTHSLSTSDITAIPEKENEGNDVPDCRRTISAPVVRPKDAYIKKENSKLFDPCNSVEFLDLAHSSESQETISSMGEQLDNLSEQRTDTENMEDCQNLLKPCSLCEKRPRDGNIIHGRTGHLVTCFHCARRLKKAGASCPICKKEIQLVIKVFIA
Target sequence (Q00987 whole entry, looked up): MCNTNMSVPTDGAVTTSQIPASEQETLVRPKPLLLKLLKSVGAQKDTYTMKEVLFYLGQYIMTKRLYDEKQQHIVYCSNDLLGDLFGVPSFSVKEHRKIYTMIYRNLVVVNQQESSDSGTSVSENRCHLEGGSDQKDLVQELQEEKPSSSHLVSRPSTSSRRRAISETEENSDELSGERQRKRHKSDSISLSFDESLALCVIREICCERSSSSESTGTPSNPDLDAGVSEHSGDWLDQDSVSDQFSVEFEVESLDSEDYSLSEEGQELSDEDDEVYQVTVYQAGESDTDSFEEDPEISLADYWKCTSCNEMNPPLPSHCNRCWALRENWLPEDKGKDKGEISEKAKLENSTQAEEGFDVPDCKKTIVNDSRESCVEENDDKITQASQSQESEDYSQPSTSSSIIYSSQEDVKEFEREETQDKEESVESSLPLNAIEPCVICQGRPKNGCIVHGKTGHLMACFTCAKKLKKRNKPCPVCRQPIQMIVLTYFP
UPR CHOP act: apoptotic UPR (CHOP) activation. 0.34% of 330,000 active. activation, % at 10 µM. CHO-CHOP luciferase reporter, luminescence; percent of tunicamycin response over DMSO baseline;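 active means at 10 µM dose, activation of 40% or more, normalized to positive control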;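 further: 100% = tunicamycin at 10 µg/mL and 0% = DMSO alone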
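Test system: CHO-CHOP cells, stable luciferase reporter of PERK-eIF2a-CHOP signalling | Quantity: 500 CHO-CHOP cells per well | Buffer or medium: F12 plus 10% serum | Compound dosing: 10 µM single point, 0.5% DMSO | Schedule: 6 h compound treatment, 37 °C | Signal: Luciferase luminescence | Control set: Tunicamycin high control, DMSO low control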
GRIN3A LBD mod: modulates the human NR3A ligand-binding domain; NR3A LBD differential scanning fluorimetry, Tm shift; 0% = protein alone, 100% = glycine-bound protein; Tm shift relative to glycine control, % at 25 µM; 2.5% of 340,000 active;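 active means melting temperature shift of at least 10% of the positive control shift, at one fixed dose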
NALP3 yeast inh: blocks the NALP3 inflammasome reconstituted in yeast; Yeast reconstituted NLRP3/ASC/caspase-1, beta-gal luminescence, 24 h; inhibition, % at 10 µM; 0.39% of 330,000 active;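 active means inhibition of 50% or more; inactive means inhibition below 50%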;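 further: plate controls were induced DMSO wells for no effect and uninduced yeast grown without galactose for full effect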
UPR XBP1 act: activators of adaptive arm of unfolded protein response (XBP1); 0.33% of 330,000 active; activation, % at 20 µM; CHO-XBP1 luciferase reporter, IRE1-XBP1 UPR activation, luminescence; percent of tunicamycin response, DMSO as zero;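 active means versus positive control, 20 µM dose yields 30% or more activation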;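 further: 100% = tunicamycin at 10 µg/mL and 0% = DMSO only wells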
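Material: IRE1-XBP1 luciferase reporter CHO line / Quantity: one thousand reporter cells per well / Buffer or medium: F12 with 10% serum / Compound: 20 µM single concentration, DMSO 1% / Times: 6 h treatment, 37 °C / Detection: Steady-Glo luciferase glow luminescence, 10 min after reagent addition / Benchmarks: tunicamycin high, DMSO low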
Starred values were filed as active, the others as inactive; x = not tested or not shown.

Values run as follows: tim23-1 inh, tim10-1 inh, APJ ag, TIM10 inh, Mdm2-MdmX inh, UPR CHOP act, GRIN3A LBD mod, NALP3 yeast inh, UPR XBP1 act
Cc1ccc(-c2nnc(N3CCOCC3)c3ccccc23)cc1S(=O)(=O)NCC1CCCO1 (centres undefined)
 : 12, 19, -3, 11, 6, 0.8, -2, 8, 9
CC12CCC(C(=O)N(NC(=O)c3ccccc3O)C1=O)C2(C)C (centres undefined)
 : -1, -7, 0, 7, 61*, 0.2, 3, -5, -4
O=C(N/C(=C\c1ccc(F)cc1)C(=O)N1CCOCC1)c1ccccc1
 : -1, -5, -1, -15, 8, 2.0, -2, 16, 3
N#C/C(=C\c1c(N2CCOCC2)nc2ccccn2c1=O)C(=O)NC1CCS(=O)(=O)C1 (centres undefined)
 : 11, -5, -1, -3, 12, -0.9, 0, -3, -2
CSc1ccc(CN2CCCC(CO)(Cc3ccccc3)C2)cc1 (centres undefined)
 : 10, 16, -4, 12, -3, -2.1, -1, 24, 1
CCCCCn1c(SCC(=O)OCC)nc2cc(C(=O)NCc3ccco3)ccc2c1=O
 : 15, 27, 1, 2, -7, 0.0, 0, 4, 0
Clc1ncc(Cn2cccn2)s1
 : 2, -9, -1, -5, -11, 2.5, -1, 7, -4
CC(=O)Nc1cc(C(=O)N2CCc3ccccc3C2)ccc1Sc1ccc(Cl)cc1
 : 43, 35, 1, 42*, -2, -0.2, 0, 15, -3
Cc1ccccc1-c1nnc(SCC(=O)N2CCCC2)o1
 : 10, 18, -3, -16, -12, 2.7, -2, 23, -1
COC(=O)Cn1cnc2c(nnn2-c2ccc(C)cc2)c1=O
 : 28, 13, 2, 6, 6, 0.8, 0, 0, 0
C/C(=N\Nc1nc(C)cc(C)n1)c1ccc(C)o1
 : -11, 5, -3, -5, 8, 1.6, -1, 0, -2
COc1cc(C(C(=O)NC(C)(C)C)N(Cc2ccc3c(c2)OCO3)C(=O)c2cnccn2)cc(OC)c1OC (centres undefined)
 : 5, 7, -2, 4, 9, -1.6, -4, -5, 1
Cc1ccc(C(C)C)c(OC(=O)/C=C/c2ccccc2)c1
 : -4, 6, -5, -8, -15, -1.2, -3, 5, 0
O=C(CN1CC(c2ccccc2)CC1=O)Nc1ccc2c(c1)OCO2 (centres undefined)
 : 14, 8, -3, 8, 13, -2.3, -2, 1, 3
Cc1cc(NC(=O)CCN2CC(C)OC(C)C2)ccc1Br (centres undefined)
 : 13, 14, 0, 6, -10, 1.0, 4, 19, -4
C=CCOc1c(Cl)cc(CNc2ccc(C)c(Cl)c2)cc1OC
 : -4, 10, -1, -22, 76*, -1.8, x, 12, 5
CCCNC(=O)C(Cc1ccccc1C)NC(=O)c1ccc(C#N)cc1 (centres undefined)
 : 2, -2, -3, -6, 0, -0.6, -2, 16, -3
COc1cc2c3nc4n(c(=O)c3n(CC(=O)NCC3CCCO3)c2cc1OC)CCS4 (centres undefined)
 : 13, 19, -1, -4, 22, 0.5, 3, 17, 7
Cn1c(SCC(=O)NC(=O)Nc2ccccc2)nnc1-c1ccncc1
 : -9, -1, 2, -4, 24, -1.2, -1, 19, -2
NCCNc1ccc([N+](=O)[O-])cc1
 : 12, 5, -4, 0, 3, 0.6, 1, 11, 1

Looked up by compound from the entries so far, five records:
Values run as follows: tim23-1 inh, tim10-1 inh, APJ ag, TIM10 inh, Mdm2-MdmX inh, UPR CHOP act, GRIN3A LBD mod, NALP3 yeast inh, UPR XBP1 act
CCCCCn1c(SCC(=O)OCC)nc2cc(C(=O)NCc3ccco3)ccc2c1=O
 : 15, 27, 1, 2, -7, 0.0, 0, 4, 0
Cc1cc(NC(=O)CCN2CC(C)OC(C)C2)ccc1Br (centres undefined)
 : 13, 14, 0, 6, -10, 1.0, 4, 19, -4
COC(=O)Cn1cnc2c(nnn2-c2ccc(C)cc2)c1=O
 : 28, 13, 2, 6, 6, 0.8, 0, 0, 0
Cn1c(SCC(=O)NC(=O)Nc2ccccc2)nnc1-c1ccncc1
 : -9, -1, 2, -4, 24, -1.2, -1, 19, -2
Cc1ccc(C(C)C)c(OC(=O)/C=C/c2ccccc2)c1
 : -4, 6, -5, -8, -15, -1.2, -3, 5, 0

Following part:
Values run as follows: tim23-1 inh, tim10-1 inh, APJ ag, TIM10 inh, Mdm2-MdmX inh, UPR CHOP act, GRIN3A LBD mod, NALP3 yeast inh, UPR XBP1 act
CCc1cccc2c(C(=O)CN3C(=O)C(=O)N(C4CCCC4)C3=O)c[nH]c12
 : 34, 13, 1, 17, -7, 1.0, 23*, 9, -2
CCCCN(C(=O)CSc1nnc(-c2ccccc2)n1C)c1c(N)n(Cc2ccccc2)c(=O)[nH]c1=O
 : 9, 10, 1, 5, 10, 0.4, -1, 4, 1
COCCC(=O)N1CCC(Oc2ccc(C(=O)NCCSC)cc2)CC1
 : -10, -17, -4, -4, -11, -1.0, 0, -3, -6
COc1ccc(O)c(-c2[nH]ncc2C(=O)c2ccccc2)c1
 : 4, 17, -2, 3, 47, -3.5, -1, 7, 3
COCC(=O)Oc1c(Sc2ccccc2[N+](=O)[O-])c(C)nn1C(C)(C)C
 : 36, 21, -4, 19, 10, 0.6, 2, 17, -3
CC(=O)Nc1ccc(S(=O)(=O)N2CCNC(=O)C2)cc1
 : 9, 5, -2, -2, -12, -1.0, 0, 5, 0
CCOC(=O)c1cc(S(=O)(=O)NCCc2ccc(OC)c(OC)c2)cn1C
 : 5, 11, -1, 4, 2, 0.8, -3, 2, 9
C/C(=N\N1CCN(c2ccccc2)CC1)c1ccccc1O
 : 22, -1, -4, -4, 3, 2.9, 0, 15, -3
Cc1cccc(CNc2ncnc3ccc(-c4cccnc4)cc23)c1
 : -26, -69, 1, -73, 10, -0.1, 1, -3, 2
Nc1ccc(-c2nc3ncccc3o2)c(Cl)c1
 : 42, -3, -2, 42*, -83, 4.5, 0, 36, 0
Cc1ccc(-n2c([O-])nc(-[n+]3ccccc3)c2C=O)cc1
 : -7, -8, 1, 5, 8, -1.0, -4, 11, -2
CC(C)CCCN1C(N(C)C)=NC[C@@H]1Cc1ccccc1
 : -8, -18, -2, -8, -3, 0.1, 0, 14, -1
CCOc1nc2ccccc2cc1C=O
 : 72*, -19, -1, 13, 22, -1.7, 0, 17, 12
COc1ccc(-c2noc(CN3CCN(C(=O)c4cccs4)CC3)n2)c(OC)c1OC
 : 13, 14, -2, 7, -12, 0.1, -2, 10, -7
CC(=O)c1c(C)[nH]c(C(=O)N2CCc3ccccc32)c1C
 : 13, 25, -3, 10, 37, -0.8, -2, -3, -1
CN(CC(=O)NCCc1ccc(S(N)(=O)=O)cc1)S(=O)(=O)/C=C/c1ccccc1
 : 5, 0, -3, 0, 26, -0.7, 1, -1, -5
Cc1onc(C(=O)Nc2c(C)n(C)n(-c3ccccc3)c2=O)c1[N+](=O)[O-]
 : 13, 6, 1, 12, -1, -1.1, -1, -1, -1
Oc1ccccc1/C=N/NC(=S)NC1CC2C=CC1C2 (centres undefined)
 : 69*, 18, 0, 40, 14, 3.4, 0, -9, 2
CC(C)c1ccc(-c2cc(C(=O)NN3CCN(C)CC3)c3ccccc3n2)cc1
 : 5, 16, 0, 8, -98, 5.8, -4, 16, 6
O=C(CCCN1C(=O)/C(=C/c2ccccc2Cl)SC1=S)NNC(=O)c1ccccc1
 : -17, 6, -4, 9, 10, -3.2, 5, 0, -3
O=C(COC(=O)c1ccc2c(c1)OCO2)NCc1ccc(Cl)cc1
 : 34, 1, 3, -15, 40, -0.6, 0, 20, 0
Cc1ccccc1NS(=O)(=O)c1cc(C(=O)NCCC2=CCCCC2)ccc1C
 : 50, 40*, 6, 24, 7, 0.3, -8, 15, 0
CC(C)N(C(=O)Cn1c(Cl)nc2ccccc21)C(C)C
 : 10, 22, 1, -4, 20, 2.0, 0, 16, 1
COC(=O)c1c(-c2ccc(F)cc2)csc1NC(=O)c1ccco1
 : 1, -3, -3, 2, -63, 7.5, -19, 4, 4
Cc1ccc2cc3c(nc2c1)N(c1ccccc1)CC3
 : 21, 14, -2, 2, -9, -2.6, 0, 1, 0
NC(=NCCc1ccccc1)NS(=O)(=O)c1ccc2ccccc2c1
 : 7, 23, -3, 6, 8, 0.0, -1, 3, -2
O=C(CN1CCN(S(=O)(=O)c2ccccc2)CC1)Nc1ccc2c(c1)OCO2
 : -1, 19, 12, -4, 2, -1.3, 2, 6, -1
O=C(Nc1ccccc1)c1ccccc1OCC(O)CN1C(=O)c2ccccc2S1(=O)=O (centres undefined)
 : 27, 7, 7, 13, -12, 6.4, -11, 22, -1
COc1ccc(CCNC(=O)CCCn2ncn3c(cc4occc43)c2=O)c(OC)c1
 : 5, 4, -1, 6, 2, 0.4, -1, 7, -4
Cc1ccc(S(=O)(=O)N2CCN(C(=O)CSc3nnc(C)c(=O)[nH]3)CC2)cc1
 : 14, 13, -1, 1, -30, -0.1, -4, 7, 0
COc1ccc(S(=O)(=O)N2CCCC2=O)cc1N(C)S(C)(=O)=O
 : 2, 1, -1, -2, -9, 1.2, -4, 9, 0
CC(CN1CCCC(C(N)=O)C1)c1ccccc1 (centres undefined)
 : -7, 13, -4, -9, -45, 1.2, 2, 6, 0
CC(C)(C)NS(=O)(=O)c1cc2c3c(c1)CCN3C(=O)CC2
 : -10, -8, -2, 5, -16, 1.4, 0, -12, -1
COc1ccc(CN2C(=O)N(c3ccc(OC)cc3)C(=O)C2CC(=O)Nc2ccccc2)cc1 (centres undefined)
 : 3, 9, -3, -5, -7, -1.4, -1, 7, 2
COc1ccc(CN(C)C(=O)c2sccc2-c2ccccc2)c(OC)c1
 : 7, 21, -8, 0, 8, 1.7, 1, 11, -1
CCOCCCNC(=O)c1cc2c(-c3ccc(Cl)cc3)nn(C)c2s1
 : 38, 37, -1, 16, 19, 1.2, -13, 19, -1
